Bioassay records: PubChem BioAssay, The Scripps Research Institute Molecular Screening Center
TCR CD3 inh – inhibitors of human TCR-CD3 interaction, primary screen, biochemical, fluorescence, TAMRA-labeled TCR probe; 0.37% of 360,000 active; inhibition, % at 9.4 µM; T-cell receptor (TCR); in the data active = inhibition above about 19%;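 note: recombinant mutant TCR 2C K166C tagged with TAMRA read by polarization; 0% = receptor in buffer alone and 100% = receptor with positive control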
PRMT1 FP inh – PRMT1 methyltransferase inhibitors, primary screen, biochemical, fluorescence polarization; inhibition, % at 2.79 µM; Protein arginine N-methyltransferase 1 (Homo sapiens), Q99873; 1.3% of 370,000 active; recombinant PRMT1, activity-based probe fluorescence polarization;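 active = inhibition above about 21% made by adding two undisclosed values, limit read from the data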
ABHD4 inh – ABHD4 inhibitors, primary screen, biochemical, fluorescence polarization, mouse; (Lyso)-N-acylphosphatidylethanolamine lipase (Mus musculus), Q8VD66; purified mABHD4, FP-Rh probe fluorescence polarization; AID 720543, 2013; 0.54% of 370,000 active; inhibition, % at 8.92 µM;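 active = inhibition exceeding the mean over every tested compound plus 3 SD, cut at about 30% in these data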;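 note: 0% = plate median of compound wells and 100% = S159A mutant with DMSO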
Target sequence (Q8VD66 whole entry, looked up): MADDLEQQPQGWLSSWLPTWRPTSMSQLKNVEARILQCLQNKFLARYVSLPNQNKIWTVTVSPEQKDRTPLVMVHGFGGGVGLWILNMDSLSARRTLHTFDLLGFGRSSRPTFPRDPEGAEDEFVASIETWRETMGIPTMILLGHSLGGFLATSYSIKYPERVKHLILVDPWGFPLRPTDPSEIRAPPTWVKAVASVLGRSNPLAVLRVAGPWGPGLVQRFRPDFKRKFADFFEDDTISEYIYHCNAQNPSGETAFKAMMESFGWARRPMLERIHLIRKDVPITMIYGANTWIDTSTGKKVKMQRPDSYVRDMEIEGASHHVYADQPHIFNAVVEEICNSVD
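System: mouse ABHD4 enzyme, wild type / Medium: HEPES pH 7.0, NaCl, Pluronic buffer / Reagent: FP-Rh activity-based fluorescent probe / Control set: S159A mutant high control, sample median low control / Detection: fluorescence polarization with parallel and perpendicular emission, 525/598 nm / Schedule: 45 min + 60 min at 25 °C / Compound dosing: 8.92 µM, single dose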
TDP2 absorb – human TDP2 enzyme inhibitors, primary screen, biochemical, epi absorbance, recombinant enzyme; Tyrosyl-DNA phosphodiesterase 2 (Homo sapiens), O95551; T5PNP hydrolysis, p-nitrophenol absorbance 415 nm; inhibition, % at 12.8 µM; 0.34% of 370,000 active;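 active = inhibition above the mean of all tested compounds plus 3 SD, set per campaign, cut at about 25% in these data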;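 note: 0% = DMSO with enzyme and 100% = buffer with substrate but no TDP2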
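System – recombinant human TDP2 · Quantity – TDP2 enzyme at 120 nM final · Doses – single concentration, 12.8 µM nominal, with 1% DMSO · Incubation – 2 h at 37 °C · Measured by – epi absorbance of p-nitrophenol freed from T5PNP by hydrolysis · Read-out – % inhibition relative to enzyme-containing and enzyme-free wells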
SIAE primary – human SIAE inhibitors, primary screen, biochemical, fluorescence polarization, FP-Rh probe, 1536-well HTS; Sialate O-acetylesterase (Homo sapiens), Q9HAT2; SIAE FP-Rh probe binding; inhibition, % at 9.66 µM; 0.69% of 370,000 active; AID 1053197, 2014;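 active = inhibition above a cutoff: mean of compounds within the control limits plus 3 SD of those, cut at about 17% in these data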;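 note: 0% = plate median of compound wells and 100% = probe without SIAE protein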
Target sequence (Q9HAT2 whole entry, looked up): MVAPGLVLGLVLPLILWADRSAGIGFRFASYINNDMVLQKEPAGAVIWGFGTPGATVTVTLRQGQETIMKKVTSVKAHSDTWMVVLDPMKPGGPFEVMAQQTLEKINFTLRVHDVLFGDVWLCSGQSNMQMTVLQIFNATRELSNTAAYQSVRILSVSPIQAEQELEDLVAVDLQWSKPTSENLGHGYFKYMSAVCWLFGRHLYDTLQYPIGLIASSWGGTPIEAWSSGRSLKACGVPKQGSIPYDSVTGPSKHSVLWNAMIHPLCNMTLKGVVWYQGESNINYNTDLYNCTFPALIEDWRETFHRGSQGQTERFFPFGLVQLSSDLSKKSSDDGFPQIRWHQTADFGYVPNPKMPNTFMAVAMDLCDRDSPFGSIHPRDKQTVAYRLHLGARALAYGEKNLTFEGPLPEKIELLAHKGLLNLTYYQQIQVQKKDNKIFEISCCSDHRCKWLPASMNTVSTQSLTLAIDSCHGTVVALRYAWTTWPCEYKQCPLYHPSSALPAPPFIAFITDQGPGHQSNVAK
PG9 binder – binders of HIV-1 gp120 antibody PG9, primary screen, biochemical, TR-FRET; TR-FRET gp120-PG9 antibody binding; HIV-1 gp120 / PG9 antibody interaction; 0.43% of 360,000 active; inhibition, % at 6.7 µM; in the data active = inhibition above about 8.5%
Tn7 DDE FP – inhibitors of Tn7 peptide binding to fibrin DD(E), primary screen, biochemical, fluorescence polarization, human fibrin, Tn7 probe; 0.13% of 370,000 active; FP displacement of FITC-Tn7 peptide from fibrin DD(E); 0% = median of compound wells per plate; Fibrinogen beta chain (Homo sapiens), P02675; inhibition, % at 8.3 µM;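 active = inhibition above the mean of compounds falling within the control limits plus 3 SD of them, cut at about 14% in these data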;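 note: 0% = plate median of compound wells and 100% = 10 µM Aha-Tn7 peptide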
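Assay system: human fibrin DD(E) protein / Input: 2 µM fibrin DD(E) / Benchmarks: high control of 10 µM Aha-Tn7 peptide / Measured by: fluorescence polarization of the labelled Tn7 tracer / Medium: Tris buffer with calcium and detergent, pH 7.8 / Timing: 10 min compound pre-incubation, 3 h probe incubation at room temperature / Repeats: one replicate per compound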
LEDGF integ inh – blockers of LEDGF/p75-dependent integrase strand transfer – biochemical, TR-FRET, high throughput, primary screen; inhibition, % at 3.7 µM; TR-FRET IN-LEDGF/p75 DNA integration, Eu/Cy5; 0.64% of 370,000 active;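 active = inhibition above the screen-wide mean plus 3 SD, cut at about 13% in these data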;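 note: signal is the Cy5 over europium emission ratio at 671 and 618 nm; 0% = plate median of compound wells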
HTRA1 inh – HTRA1 serine protease inhibitors, primary screen, biochemical, fluorescence polarization, HTS | Q92743 | recombinant HTRA1, FP-rhodamine activity-based probe | inhibition, % at 5.96 µM | 0.5% of 340,000 active; in the data active = inhibition above about 36%;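 note: 0% = enzyme with DMSO and 100% = wells lacking enzyme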
UHRF1 MBD2 ctr – UHRF1 methylated DNA binding inhibitors, primary screen, counter-screen for MBD2 inhibitor project, biochemical, TR-FRET, human UHRF1, single concentration | UHRF1 binding to methylated oligo | inhibition, % at 4.4 µM | 0.75% of 370,000 active | AID 687016, 2013; in the data active = inhibition above about 21%;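 note: UHRF1 SRA domain binding a hemimethylated CpG hairpin DNA probe; 0% = median of test compound wells and 100% = reference inhibitor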
* hit, by the source's call; / = no result given.

structure,TCR CD3 inh,PRMT1 FP inh,ABHD4 inh,TDP2 absorb,SIAE primary,PG9 binder,Tn7 DDE FP,LEDGF integ inh,HTRA1 inh,UHRF1 MBD2 ctr
COC(=O)c1ccc2c(c1)NC(=O)CS2,3,4,4,-10,-7,-0.2,-9,2,-4,6
CC(C)C[C@H]1CNC(=S)N1CC1CCCN1C[C@H](CC(C)C)N1C[C@H](Cc2ccc(O)cc2)N(CC2CCCCC2)C1=S (some centres not stated),3,-2,-6,6,-15,-0.6,2,-3,-29,-1
O=C1CC(C(=O)Nc2cccc(F)c2)n2c(nc3ccccc32)N1 (configuration not stated),1,4,-1,-5,-11,4.6,3,2,2,2
O=C(CN1CCCC1)Nc1nnc(-c2cccs2)s1,4,-1,6,-5,-1,-2.3,-5,2,4,2
COc1ccc(/C=N/NC(=O)c2cc(-c3ccccc3)nc3ccccc23)c(OC)c1,-5,6,-75,-9,-47,-0.1,-7,1,-53,3
COCCN1CC(=O)N2C(c3cccc(C)c3)c3[nH]c4ccccc4c3C[C@H]2C1=O (some centres not stated),-1,2,-12,-17,-3,0.5,3,1,0,6
COc1ccccc1OCCSc1nnc(CNC(=O)c2ccco2)n1C,7,-1,1,16,-2,-0.1,1,1,-1,2
Cc1cc(NC(=O)CSc2sc3c(O)cc(=O)[nH]c3c2C#N)ccc1Br,10,30*,-8,4,-63,-5.1,1,2,-4,4
CCOC(=O)N1CCC(NC(=O)c2cc(C(=O)Nc3ccc(S(=O)(=O)N4CCCCC4)cc3)ccc2CO)CC1,3,-11,-5,-2,-24,-0.3,-3,7,-7,3
CCCCN(CCCC)C(=O)CCS(=O)(=O)c1ccc2c(c1)n(C)c(=O)c(=O)n2C,7,5,13,1,2,0.4,-1,0,-5,2
COCCNc1ncnc2c1ncn2[C@H]1CN(Cc2ccccc2)C[C@@H](CO)O1,-4,3,3,4,5,0.0,0,-3,/,2
O=C(CN1C(=O)NC(Cc2c[nH]c3ccccc23)C1=O)NC1CC1 (configuration not stated),8,-6,-8,-7,5,1.0,-1,-1,6,-1
Nc1ccn(C2OC(COP(=O)(O)O)C(O)C2O)c(=O)n1 (configuration not stated),2,-2,-2,0,2,-1.8,-5,-4,-2,-1
COc1ccccc1OCC(=O)Nc1nnc(C2CCCC2)s1,11,0,0,-17,-7,-0.5,-4,2,-2,1
OC(c1ccccc1)(c1ccccc1)c1nccn1-c1ccccc1,-4,2,-3,6,9,1.2,-1,-1,-5,0
O=C(CC1Nc2ccccc2NC1=O)NCCc1ccccc1 (configuration not stated),4,0,0,-2,-8,-1.1,4,0,1,0
CSCC[C@H](NC(=O)N1CCn2c1nc1ccccc12)C(=O)NCc1ccc2c(c1)OCO2,-9,-1,-10,-1,0,-1.8,-6,4,-10,4
COC(=O)c1c(NC(=O)c2cccnc2)sc(C(=O)N(C)C)c1C,0,2,0,1,0,-2.6,1,2,5,9
C=CCNC(=O)c1cnc(-c2ccccc2)nc1-c1ccccc1,1,-4,-5,-15,-1,-1.0,-2,4,-2,1
COc1ccc(C(c2nnnn2CC2CCCO2)N2CCN(c3cccc(C)c3C)CC2)cc1 (configuration not stated),9,-2,-4,-2,5,-2.7,-3,6,-12,-1

Record cards (already shown):
O=C1CC(C(=O)Nc2cccc(F)c2)n2c(nc3ccccc32)N1 (configuration not stated) is entered as TCR CD3 inh = 1; PRMT1 FP inh = 4; ABHD4 inh = -1; TDP2 absorb = -5; SIAE primary = -11; PG9 binder = 4.6; Tn7 DDE FP = 3; LEDGF integ inh = 2; HTRA1 inh = 2; UHRF1 MBD2 ctr = 2
O=C(CC1Nc2ccccc2NC1=O)NCCc1ccccc1 (configuration not stated) is entered as TCR CD3 inh = 4; PRMT1 FP inh = 0; ABHD4 inh = 0; TDP2 absorb = -2; SIAE primary = -8; PG9 binder = -1.1; Tn7 DDE FP = 4; LEDGF integ inh = 0; HTRA1 inh = 1; UHRF1 MBD2 ctr = 0

The list continues:
structure,TCR CD3 inh,PRMT1 FP inh,ABHD4 inh,TDP2 absorb,SIAE primary,PG9 binder,Tn7 DDE FP,LEDGF integ inh,HTRA1 inh,UHRF1 MBD2 ctr
CN1C(=O)c2ccccc2Sc2ccc(C(=O)O)cc21,-4,3,4,10,1,-1.0,0,-6,6,0
COc1ccc2c(c1)CCC1(C)CC(=O)C=C21 (configuration not stated),0,-2,-2,-7,5,-2.6,3,1,3,-2
COc1ccc(-c2cc(C(=O)NN)[nH]n2)cc1OC,10,-2,-5,2,-31,-0.8,5,3,-28,-3
CC1(C)CC(=O)/C(=C(\O)CCCN2C(=O)c3ccccc3C2=O)C(=NCCO)C1,7,-2,2,4,-3,-1.5,-2,5,0,-1
O=C(O)c1cccc(NC(=O)c2ccc(Cl)c(S(=O)(=O)N3CCCCCC3)c2)c1,1,0,-13,12,7,-1.8,9,-2,-14,-1
Cc1ccc(/C(N)=N/OC(=O)CSc2ccccc2)cc1,3,2,-11,-4,-4,-0.9,3,-6,-2,6
CCOC(=O)c1sc(-c2ccccc2)cc1N,7,-1,1,5,2,-0.8,-5,0,-7,-3
C=C(C)Cc1c(C)c(C#N)c2nc3ccccc3n2c1NCCCN(C)C,3,-3,5,2,14,-2.1,-9,4,/,-2
COC(=O)c1cccc(C23CC4(C2)[C@H](CN(Cc2cccnc2)[C@@H]4c2ccccc2)C3c2ccc(C(F)(F)F)cc2)c1 (some centres not stated),11,-1,-5,-4,-3,0.1,-17,2,/,1
Cc1ccc(S(=O)(=O)Nc2ccc3c(c2)nc(C)n3C)cc1,-1,3,7,0,4,-1.0,-7,0,2,7
CC1(C)CCC(=O)N(c2ccc(OC(F)(F)F)cc2)C1=O,1,-4,-3,11,-16,1.9,2,0,4,-2
N#C/C(=C\c1cccc(O)c1)c1nc2ccccc2o1,-9,4,-3,-7,-10,1.4,0,-2,-10,-1
COC(=O)N1CCCCC1c1cc(C(=O)NCc2ccc(F)cc2)no1 (configuration not stated),-1,0,3,1,-7,-0.5,7,1,/,-1
CCOC(=O)c1ccc(NC(=O)CSc2nnc(C3CC3)n2CC)cc1,2,-1,1,-1,3,-0.6,-9,2,1,1
NC(=O)COc1ccc(NC(=O)c2ccccc2-c2ccccc2)cc1,1,-6,-11,-5,-3,-2.3,4,4,0,0
COc1ccc(-n2c(SCC#N)nnc2-c2cccnc2)cc1,-4,3,-3,11,1,0.5,12,1,8,1
Cc1ccc(S(=O)(=O)N2CCOCC2)cc1C(=O)Nc1ccccc1N1CCOCC1,4,-1,3,6,2,-1.6,4,0,3,-3
CN1C(=O)N(C)c2ccc(Br)c3cccc1c23,0,0,3,-13,6,-1.7,3,0,1,0
Cc1ccc(C)c(S(=O)(=O)N2CCN(C(=O)Nc3ccccc3)CC2)c1,4,-1,-2,9,7,1.8,-2,-2,-5,-3
COC(=O)c1sc(N2C(=O)C(O)=C(C(=O)c3ccc(C)o3)C2c2ccco2)nc1C (configuration not stated),0,8,10,11,-2,0.3,4,4,2,-1
O=C(COC(=O)c1ccc(O)cc1O)NC(=O)c1ccccc1,1,0,-2,2,-5,1.0,4,3,-6,-3
CCN(CC)C(=O)CC[C@H]1CC[C@]2(CCCN(C(=O)c3ccccc3)C2)O1,/,2,-3,-1,-23,/,6,0,/,2
CCn1c2ccccc2c2cc(NC(=O)c3ccc([N+](=O)[O-])cc3)ccc21,-4,1,-4,6,0,1.1,7,-3,6,0
Cc1ccccc1C(=O)NC1CCCCN(Cc2cccc(Cl)c2)C1=O (configuration not stated),/,4,3,4,1,/,9,0,/,1
Cc1ccc(NC(=O)C2(c3ccccc3)CCCC2)nc1,5,-3,6,-9,5,-2.5,1,-2,-4,-2
O=C(OCC(=O)N1N=C(c2ccc(Cl)cc2)CC1c1ccco1)c1ccco1 (configuration not stated),4,3,5,-3,-4,-1.3,2,-3,-17,0
CN(C)c1ccc(/C=N/N=C2/NC(=O)/C(=C/c3ccc([N+](=O)[O-])cc3)S2)cc1,-3,0,16,-6,-6,-0.6,0,-1,9,-5
O=C(NCCC(=O)N(Cc1ccco1)Cc1cccs1)c1ccc([N+](=O)[O-])cc1,2,-1,-1,-3,5,0.4,6,0,-2,-1
O=c1cc(CSc2nnc(-c3ccccc3)o2)c2ccccc2[nH]1,0,2,-3,-5,2,-0.2,2,0,-3,1
CC(C)N1CCN(C(=O)c2cccc(Cl)c2)CC1,-4,5,10,-1,3,-1.6,1,-5,0,2
COc1ccc(NC(=O)CSc2nnc(-c3cccnc3)o2)c(OC)c1,-7,28*,-1,0,-3,2.0,11,-5,3,4
CCCOc1ccc(C(=O)NNC(=S)NC(=O)c2ccccc2[N+](=O)[O-])cc1,14,-6,1,-4,5,-1.3,-9,-1,8,-2
CC(C)CN1C(=O)C(=O)N(CC(=O)N(C)CC(=O)Nc2ccc(F)cc2)C1=O,-1,-5,-1,-2,20*,-2.3,-3,0,-1,0
O=C(CCCCCN1C(=O)C2C3C=CC(C3)C2C1=O)Nc1ccc(Cl)cc1 (configuration not stated),/,0,3,1,2,/,4,-1,/,-1
CC1=C(C(=O)OCc2ccccc2)C(c2ccccc2Cl)NC(=O)N1CCCC(=O)O (configuration not stated),6,0,-1,10,3,-1.1,-7,-2,0,1
COc1ccc(NC(=O)CCNS(=O)(=O)c2ccc3c(c2)c(=O)n(C)c(=O)n3C)cc1,1,-2,1,9,-4,-1.2,-4,-3,4,-2
Cc1ccc(C(=O)NNC(=O)c2ccc3ccccc3c2)cc1,2,-2,-4,-1,-5,-1.9,1,-3,1,-1
Cc1cc2nc(-c3ccc(F)cc3)c(Cc3cccc(Cl)c3)n2c(C)c1Br,-8,3,-44,5,-6,-2.6,5,-5,/,3
CCOC(=O)Nc1cc(C(=O)OC)cc(C(=O)OC)c1,1,2,7,-6,-3,0.2,-1,0,5,8
C[C@@H]1[C@H]2CCCC[C@H]2CN(C(=O)OC(C)(C)C)[C@@H]1CC(=O)c1ccccc1,-1,-2,-9,-11,-8,0.4,-1,3,-6,5
